NOD2 inhibition: inhibition of NOD2-driven NF-kB reporter – cell-based, luminescence, uHTS, HEK293 (AID 1566); actives 0.63% (n = 290,000); inhibition, % at 4 µM; hits with a dose series show EC50 in µM; HEK293 NOD2/NF-kB luciferase reporter, luminescence; higher % means a stronger effect; further: many of its hits are not listed in these tables
West Nile virus CPE: inhibition of WNV-induced cytopathic effect – cell-based, CPE readout (AID 1621). West Nile virus-infected cells, CPE inhibition; higher % means a stronger effect. CPE inhibition, % at 10 µM; hits with a dose series show IC50 in µM. actives 0.02% (n = 290,000); in the data active means a potency from the dose series; inconclusive means CPE inhibition mostly from about 3.7% at the one dose, without a potency; inactive means the rest, 99 in 100 with CPE inhibition below about 2.2%; further: strong numbers were not always called active
NS5 inhibitors: flavivirus cap methylation enzyme inhibition – biochemical, confirmation dose response, primary screen (AID 588689); Dengue-2 NS5 methyltransferase capping enzyme assay, biochemical; higher % means a stronger effect; one-dose inhibition, % at 25 µM; IC50 in µM for titrated hits; actives 0.3% (n = 340,000); in the data active means a potency from the dose series; inconclusive means inhibition above about 29% without an active follow-up result
KOR beta-arrestin-1: kappa opioid receptor activators – cell-based, luminescence, uHTS, primary screen (AID 1777); KOR beta-arrestin recruitment, luminescence; higher % means a stronger effect; activation, % at 10 µM; hits with a dose series show EC50 in µM; actives 0.02% (n = 280,000); in the data active means activation above about 50%, passing the limit was not always enough; further: a part of the inactive calls stands beside numbers as strong as those of hits
AID2073: disruptors of CaV2.2 binding to Mint1 – biochemical, HTRF (AID 2073). actives 0.19% (n = 290,000). HTRF protein-protein interaction, Mint1-CaV2.2; higher % means a stronger effect. inhibition, % at 20 µM; hits with a dose series show IC50 in µM; in the data active means inhibition mostly above about 51%, no sharp cut-off; inconclusive means no clear call, values can overlap the other calls; inactive means mostly below about 53%; further: some results filed as inactive read as strong as hits
NOD1 inhibition: NOD1 signaling inhibitors, primary screen, cell-based, luminescence, uHTS (AID 1578) | inhibition, % at 4 µM; hits with a dose series show EC50 in µM | actives 1% (n = 290,000) | NOD1-driven NF-kB luciferase reporter cells, luminescence; higher % means a stronger effect; in the data active means inhibition mostly above about 36%, no sharp cut-off; inactive means mostly below about 34%;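 further: HEK-293T reporter cells stimulated with the NOD1 agonist gamma-tri-DAP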
HIV fusion peptide: inhibitors of HIV fusion peptide binding, primary screen, biochemical, uHTS, fluorescence dequenching (AID 1986); cell-free peptide binding, fluorescence dequenching, 30 min; higher % means a stronger effect; one-dose inhibition, % at 20 µM; IC50 in µM for titrated hits; actives 0.3% (n = 290,000); in the data active means inhibition mostly above about 52%, no sharp cut-off; inactive means mostly below about 76%; further: some results filed as inactive read as strong as hits
Yfh1-off respiration: mitochondrial function rescue without frataxin homolog – Friedreich's ataxia, plus single-dose screen, dose response (AID 1465); one-dose fold induction at 50 µM; EC50 in µM for titrated hits; S. cerevisiae Yfh1-off respiration, WST-1 reduction, 72 h; higher fold induction means a stronger effect; actives 0.074% (n = 220,000);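 active means fold induction of absorbance versus untreated yeast above a set limit, then at least 30% activation at any dose in follow-up; inconclusive means repeats straddling the limit, or above it without dose testing; inactive means fold induction below the set limit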;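 further: activators that raise dye reduction in frataxin-depleted yeast; strong numbers were not always called active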
KOR beta-arrestin-2: KOR antagonists, beta-arrestin recruitment, cell-based, luminescence, uHTS (AID 1778); inhibition, % at 10 µM; hits with a dose series show IC50 in µM; actives 0.091% (n = 290,000); KOR beta-arrestin recruitment, luminescence, antagonist mode; higher % means a stronger effect; further: strong numbers were not always called active
NS5 inhibitors pilot replicate: also measured in NS5 inhibitors; calls as there; inhibition, %; measured here: pilot screen replicate inhibition
* hit, by the source's call; i = inactive; ? = inconclusive; . = no result given; [ ] = remark or other dose. Unless noted, no stated cut-off is given here; in the data, active means inhibition above about 50%; inactive means the rest. Not all compounds are listed, so the mix of outcomes need not match the whole.

SMILES	NOD2 inhibition	West Nile virus CPE	NS5 inhibitors	KOR beta-arrestin-1	AID2073	NOD1 inhibition	HIV fusion peptide	Yfh1-off respiration	KOR beta-arrestin-2	others
CC(C)CN1CCCC(N2CCN(c3cccc(Cl)c3)CC2)C1 (configuration not stated)	-53%	-0.5%	-3%	7.9%	-3%	-10%	-0.1%	.	-11%
CCn1cc(C=C2C(=O)c3ccccc3C2=O)c2ccccc21	4%	-0.7%	-43%	2.1%	10%	-27%	32%	i	-6%
CC(C)Cn1c(N)c(C(=O)CSc2ccccc2)c(=O)n(C)c1=O	11%	0.3%	-3%	0.4%	7%	17%	-0.7%	i	-24%
CC(=O)N1CCN=C1SCc1cccc(C(F)(F)F)c1	23%	-0.6%	-3%	-1.7%	-6%	-12%	1.7%	i	2%
COc1ccc(S(=O)(=O)NC(C)C(=O)NCc2ccncc2)cc1C (configuration not stated)	-10%	-0.2%	-11%	5.0%	-2%	14%	-0.2%	.	-31%
O=C1c2cnc3nc(SCc4cccc(Cl)c4)nn3c2CC2c3ccccc3CCN12 (configuration not stated)	10%	?	-1%	-3.4%	16%	20%	5.1%	i	-6%	NS5 inhibitors pilot replicate=3.3
O=C(COc1ccc(Br)cc1Br)NC1CCCC1	-3%	-0.9%	-8%	1.8%	-8%	14%	0.4%	i	-31%
O=C(NCCc1ccccc1)C1CCN(Cc2ccccc2F)CC1	-15%	-0.2%	-3%	2.1%	16%	-16%	-1.2%	i	24%
Cn1c(=O)c2c(ncn2CC(=O)OCC(=O)NC(c2ccccc2)c2ccccc2)n(C)c1=O	14%	0.1%	-4%	-3.5%	4%	-4%	-0.9%	i	-8%
CCN(CC)C(=O)C(=O)N/N=C/c1ccc(F)cc1	4%	-0.1%	-5%	-1.3%	11%	-21%	-1.1%	i	1%[20 µM]
CCc1ccc(CNC(=O)CCCn2c(=O)c3cccn3c3cccnc32)cc1	22%	-1.7%	-2%	0.9%	16%	-4%	3.0%	.	-11%
CC(=O)N=c1cccc(NC(C)=O)n1O	14%	0.2%	-2%	-4.1%	14%	-20%	3.5%	i	-12%
Cc1[nH]c2ccccc2c1C(=O)C(=O)N1CCN(C)CC1	12%	0.7%	-2%	-4.3%	7%	-15%	0.9%	i	15%
Cc1nn(-c2ccccc2)c(C)c1N	2%	-0.3%	2%	-5.4%	-2%	-48%	0.6%	i	-1%
CC(C)CC(=O)Nc1c2c(nn1-c1cccc(Cl)c1)CS(=O)(=O)C2	1%	-0.6%	-6%	-0.3%	7%	-11%	-0.8%	.	28%
COc1ccc(-n2c(-c3ccc(Br)cc3)c[n+]3c2CCCCC3)cc1	40%	2.0%	.	-8.5%	16%	11%	-0.4%	i	17%
CC(C)OCCCn1c(-c2ccco2)nc2nc3ccccc3nc21	-4%	.	-24%	-1.1%	20%	-17%	21%	.	-23%
C#CC[N+]1(CC#Cc2ccc(C)cc2)CCCCC1	0%	0.0%	-14%	-0.5%	14%	-24%	2.4%	i	-1%
Cc1ccc(OCC(=O)NC(C)c2ccccc2)c([N+](=O)[O-])n1 (configuration not stated)	5%	-0.1%	-2%	2.8%	?	-25%	0.2%	i	-29%
COc1ccccc1C(=O)Nc1ccnn1C1CCN(Cc2cn(C)c3ccccc23)CC1	18%	-0.9%	-4%	2.8%	0%	-13%	-0.7%	.	-34%
COc1ccccc1Nc1ccc(Nc2ccccc2OC)nn1	-45%	-0.7%	3%	-1.4%	-4%	-31%	-1.1%	i	23%
CCn1c(CNC(=O)c2ccco2)nnc1SCC(=O)c1ccc(OC)cc1	11%	-0.5%	8%	.	-7%	-9%	0.3%	i	-12%[20 µM]
NNC(=O)c1sccc1OCc1ccc(Cl)cc1	-41%	-0.9%	1%	-1.9%	-14%	-12%	-3.7%	i	-13%
O=C(c1ccc(F)cc1)N1CCCC(c2ccccc2)C1 (configuration not stated)	5%	-1.2%	0%	.	-1%	-27%	-1.2%	i	-13%[20 µM]
NC(=O)COC(=O)c1ccccc1OCc1ccccc1	19%	1.3%	2%	6.9%	-3%	-11%	0.9%	i	-4%
O=C(c1cccc2cccc(O)c12)N1CCCCC1	2%	-0.1%	2%	3.7%	-78%	-6%	-3.0%	i	2%
COC(=O)Cn1c(=O)c2c(nc(Br)n2CC(=O)OC)n(C)c1=O	0%	-0.1%	-1%	-0.9%	4%	-6%	-0.1%	i	-4%
COc1ccc2oc(=N)c(C(=O)Nc3ccc(F)cc3)cc2c1	-9%	-1.4%	-1%	-0.3%	25%	-20%	0.0%	.	21%
COc1ccccc1NC(=O)c1cc(OC)c(OC)cc1[N+](=O)[O-]	-1%	-0.8%	-10%	3.3%	13%	-20%	-1.2%	i	-16%
COc1ccc(CCC(=O)N2CCN(c3cccc(C)c3C)CC2)cc1	3%	-1.2%	-12%	-2.1%	9%	13%	3.1%	.	-36%
CC1(C(=O)Nc2cccc3ccccc23)CC1(Br)Br (configuration not stated)	13%	0.5%	-3%	-0.4%	-17%	3%	1.4%	i	11%
CC(=O)CSc1nc(-c2ccccc2)c(-c2ccccc2)o1	9%	-0.7%	-3%	-4.2%	-6%	-34%	0.3%	.	-44%[20 µM]
c1ccc(C2CC(c3ccccc3)n3ncnc3N2)cc1 (configuration not stated)	5%	0.2%	-5%	1.9%	5%	8%	-2.0%	i	29%
CN(/N=C/c1ccncc1)C1=NCCN1	-11%	0.3%	1%	-3.3%	-2%	-14%	-0.3%	.	25%
CC(=O)C1=C(C)OC(N)=C(C#N)C1c1cc2cc(C)c(C)cc2nc1Cl (configuration not stated)	2%	0.4%	-8%	0.9%	3%	-15%	0.2%	i	5%
CCOC(=O)N1CCN(c2c(N3CCOCC3)c(=O)c2=O)CC1	14%	1.0%	1%	-5.6%	-4%	14%	0.2%	i	-10%
C=C(C)Cn1c(SCC(=O)N/N=C/c2cccc(O)c2)nc2ccccc2c1=O	1%	-0.1%	-6%	5.4%	8%	-14%	-0.7%	i	5%
CCOc1ccc(S(=O)(=O)N2CCN(C(=O)c3cccn3C)CC2)cc1	0%	.	-6%	1.1%	4%	-15%	-1.4%	.	-25%
Cc1ccccc1N(C)S(=O)(=O)c1nnc(NC(=O)c2ccccc2F)s1	-1%	-0.5%	19%	-4.4%	13%	-24%	15%	.	-7%
CCN=C1S/C(=C/c2ccc(-c3ccc(F)cc3)o2)C(=O)N1CC	15%	-0.8%	16%	-3.3%	12%	0%	0.9%	.	-33%
OC1(c2cccc(C(F)(F)F)c2)CCN(Cc2nnnn2CCc2ccccc2)CC1	17%	-0.3%	1%	-0.3%	-4%	-18%	-2.5%	i	-6%
Cn1cc(/C=C2\SC(=S)N(NC(=O)c3ccccc3)C2=O)c2ccccc21	-12%	0.1%	-5%	1.0%	13%	-33%	122%	i	19%
COC(=O)[C@@]1(Cc2ccc(OC)cc2)[C@H]2c3cc(C(=O)N(C)C)n(C[C@H](O)CO)c3C[C@H]2CN1C(=O)c1ccccc1	-4%	-0.1%	.	-0.8%	-6%	-10%	0.3%	i	23%
CCOc1ccc(C(C)=O)cc1CC(C(N)=O)C(N)=O	7%	.	8%	-5.6%	-2%	0%	0.6%	.	-47%
COc1cc(Cl)ccc1S(=O)(=O)n1nc(C)cc1C	-4%	-0.2%	-4%	9.6%	9%	2%	0.7%	i	-101%

Among those listed so far, these contain a Cl atom:
SMILES	NOD2 inhibition	West Nile virus CPE	NS5 inhibitors	KOR beta-arrestin-1	AID2073	NOD1 inhibition	HIV fusion peptide	Yfh1-off respiration	KOR beta-arrestin-2	others
CC(C)CN1CCCC(N2CCN(c3cccc(Cl)c3)CC2)C1 (configuration not stated)	-53%	-0.5%	-3%	7.9%	-3%	-10%	-0.1%	.	-11%
O=C1c2cnc3nc(SCc4cccc(Cl)c4)nn3c2CC2c3ccccc3CCN12 (configuration not stated)	10%	?	-1%	-3.4%	16%	20%	5.1%	i	-6%	NS5 inhibitors pilot replicate=3.3
CC(C)CC(=O)Nc1c2c(nn1-c1cccc(Cl)c1)CS(=O)(=O)C2	1%	-0.6%	-6%	-0.3%	7%	-11%	-0.8%	.	28%
NNC(=O)c1sccc1OCc1ccc(Cl)cc1	-41%	-0.9%	1%	-1.9%	-14%	-12%	-3.7%	i	-13%
CC(=O)C1=C(C)OC(N)=C(C#N)C1c1cc2cc(C)c(C)cc2nc1Cl (configuration not stated)	2%	0.4%	-8%	0.9%	3%	-15%	0.2%	i	5%
COc1cc(Cl)ccc1S(=O)(=O)n1nc(C)cc1C	-4%	-0.2%	-4%	9.6%	9%	2%	0.7%	i	-101%

The list continues:
SMILES	NOD2 inhibition	West Nile virus CPE	NS5 inhibitors	KOR beta-arrestin-1	AID2073	NOD1 inhibition	HIV fusion peptide	Yfh1-off respiration	KOR beta-arrestin-2	others
O=S(=O)(c1ccc(F)cc1)N1CCCC(CO)C1 (configuration not stated)	5%	.	-6%	-0.7%	-1%	-3%	1.1%	.	10%
Cc1ccc(N(CC(=O)NCc2ccc3c(c2)OCO3)C(=O)CCC(=O)Nc2ccccn2)cc1	9%	0.0%	4%	4.0%	-2%	-10%	-0.6%	.	-22%
O=C(O)CN1C(c2ccccc2)=Nc2ccc(Br)cc2C1c1ccccc1 (configuration not stated)	1%	1.6%	.	.	-1%	-24%	0.4%	i	-15%[20 µM]
O=C(c1ccncc1)c1ccc(N2CCN(C3CC(=O)N(Cc4cccs4)C3=O)CC2)cc1 (configuration not stated)	21%	-0.5%	-2%	0.6%	2%	4%	-2.0%	i	8%
C=C(C)c1cccc(C(C)(C)NC(=O)NCCN(CC)CC)c1	-4%	-0.8%	3%	-5.3%	17%	-20%	0.5%	i	7%
CC(=O)c1c(C)[nH]c(C)c1C(C)=O	-6%	-0.1%	5%	1.2%	-2%	-12%	-0.4%	i	11%
O=c1[nH]c(-c2ccccc2)cs1	12%	0.3%	-1%	3.4%	-8%	-11%	0.3%	i	-23%
COc1ccc(C(C(=O)NC2CCCC2)N(C(=O)c2snc(C(N)=O)c2N)c2cc(C)ccc2OC)cc1OC (configuration not stated)	6%	-0.5%	-7%	2.2%	3%	-11%	0.1%	.	-10%
C=CCn1c(CSc2nnc(-c3ccccc3)n2C)n[nH]c1=S	1%	0.6%	-12%	-0.7%	-29%	9%	0.1%	i	-3%
CCc1c(C)nc2ncnn2c1N1CCCC(C(=O)NCc2ccco2)C1 (configuration not stated)	4%	-0.9%	-2%	-0.6%	18%	1%	-0.8%	i	-34%

Screens from PubChem.
